Bioassay records (PubChem BioAssay)
RGS4 inh = inhibitors of human RGS4; 0.45% of 310,000 active; HEK293 M3R/RGS4 inducible, Fluo-4 calcium flux; hits give high values; triggered by carbachol at its EC20; B-score at 10 µM; AID 463165;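 active = B-score, a plate-corrected calcium signal, over three deviations above library mean, with baseline fluorescence within five deviations of library mean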;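 also: RGS4 expression induced by doxycycline in cells with stable M3 receptor; B-score is computed from the integrated fluorescence ratio over baseline after carbachol; higher B-score means a larger calcium signal and so more RGS4 inhibition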
Target sequence (P49798 whole entry, looked up): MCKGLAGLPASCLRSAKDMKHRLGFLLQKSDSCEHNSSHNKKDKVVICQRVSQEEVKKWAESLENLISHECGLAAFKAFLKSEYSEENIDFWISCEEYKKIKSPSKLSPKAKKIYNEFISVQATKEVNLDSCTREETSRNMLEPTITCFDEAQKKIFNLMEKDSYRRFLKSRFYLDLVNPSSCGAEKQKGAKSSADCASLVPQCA
TRPC6 act = activators of mouse TRPC6 channel | Q61143 | HEK293-TRPC6 membrane potential dye fluorescence; hits give high values | B-score at 10 µM | 0.13% of 310,000 active | AID 2550;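 active = B-score of the integrated fluorescence ratio above library mean plus 3 SD, and starting fluorescence ratio within library mean plus 5 SD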;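 also: higher score means more depolarization so channel activation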
TRPC6 inhibitor = blocks the mouse TRPC6 cation channel | Q61143 | HEK293-TRPC6, membrane potential dye, ACh-evoked depolarization; hits give low values | B-score at 10 µM | 1.1% of 310,000 active;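 active = B-score under library mean minus 3 SD, initial fluorescence not abnormally high, positive integrated signal ratio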;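 also: B-score derived from integrated fluorescence ratio over the kinetic read; more negative B-score means stronger inhibition of depolarization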
MrgX1 allo act = allosterically activates human MrgX1 receptor signaling | Q96LB2 | MrgX1-HEK293, Fluo-4 calcium flux, FDSS; hits give high values | B-score at 10 µM | 0.63% of 310,000 active;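 active = plate-corrected calcium response at least 3 library SD above typical, normal starting fluorescence, not activating the receptor alone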;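 also: compound read alongside a low EC10 to EC30 dose of BAM8-22 agonist; peak minus trough fluorescence over baseline measured at the second addition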
Target sequence (Q96LB2 whole entry, looked up): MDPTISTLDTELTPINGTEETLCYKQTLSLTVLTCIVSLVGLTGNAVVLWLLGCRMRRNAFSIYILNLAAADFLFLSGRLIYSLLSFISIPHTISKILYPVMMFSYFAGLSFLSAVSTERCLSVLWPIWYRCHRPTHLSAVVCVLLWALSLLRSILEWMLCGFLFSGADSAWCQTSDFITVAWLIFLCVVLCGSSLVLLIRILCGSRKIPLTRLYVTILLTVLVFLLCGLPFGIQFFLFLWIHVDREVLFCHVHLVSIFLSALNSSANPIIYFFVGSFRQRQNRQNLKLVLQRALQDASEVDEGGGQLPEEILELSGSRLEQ
HDAC3 inh = inhibitors of human histone deacetylase 3; O15379; recombinant HDAC3, fluorogenic peptide/trypsin coupled, fluorescence; inhibition, % at 8.3 µM; 0.15% of 320,000 active; AID 2718; in the data active = inhibition above about 26%, passing the limit was not always enough; inconclusive = no clear call, values can overlap the other calls
Target sequence (O15379 whole entry, looked up): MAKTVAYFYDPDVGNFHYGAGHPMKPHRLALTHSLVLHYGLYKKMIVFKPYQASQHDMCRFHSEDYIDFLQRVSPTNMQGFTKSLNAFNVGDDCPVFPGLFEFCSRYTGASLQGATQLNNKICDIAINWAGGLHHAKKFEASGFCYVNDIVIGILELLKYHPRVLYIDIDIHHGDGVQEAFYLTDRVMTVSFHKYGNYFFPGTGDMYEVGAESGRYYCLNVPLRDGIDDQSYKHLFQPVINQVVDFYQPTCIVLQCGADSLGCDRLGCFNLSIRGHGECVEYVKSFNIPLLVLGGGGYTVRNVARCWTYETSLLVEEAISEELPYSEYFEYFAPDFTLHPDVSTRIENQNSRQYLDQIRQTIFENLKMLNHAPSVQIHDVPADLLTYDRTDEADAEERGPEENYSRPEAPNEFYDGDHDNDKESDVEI
MrgX1 antag = blocks BAM8-22 activation of human MrgX1 receptor; Q96LB2; MRGX1-HEK293 calcium flux, Fluo-4, BAM8-22 antagonism; hits give low values; B-score at 10 µM; 1.3% of 310,000 active; AID 588676;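 active = calcium-response B-score plate-corrected more than 3 library SD below zero, starting fluorescence within 5 deviations, no agonist response on first addition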;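 also: peak minus trough fluorescence over baseline after final BAM8-22 challenge near maximal dose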
RGS4 pot = RGS4 potentiation or activation; 0.92% of 310,000 active; B-score at 10 µM; HEK293 M3R/inducible RGS4, carbachol calcium flux Fluo4; hits give low values;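 active = B-score of the integrated calcium signal more than 4 SD below the library mean, with starting fluorescence not abnormally high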;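 also: negative B-score means reduced calcium response which marks RGS4 activation or potentiation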
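Detection: kinetic calcium fluorescence imaging with Fluo4-AM dye, 2 µM / Material: HEK293 cells with stable M3R and inducible RGS4 / Schedule: recording 10 s baseline at 1 Hz, 100 s post-agonist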
SKKanGAS inh = blocks kanamycin growth of S. pyogenes SKKanGAS strain; BacTiter-Glo, 6 h; inhibition, % at 7.5 µM; 1.3% of 300,000 active; AID 1662;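 active = mean replicate score, as percent of positive control median, at least 50; inconclusive = mean below 50 but one replicate at or above 50; inactive = mean and every replicate below 50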;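 also: strain carries kanamycin resistance gene driven by streptokinase promoter and grows in 40 µg/ml kanamycin; loss of luminescence reflects streptokinase promoter inhibition or plain growth inhibition; 0% = median of DMSO wells and 100% = positive control at its reference dose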
MrgX1 ag = agonists of human MrgX1 receptor; Q96LB2; MrgX1-HEK293 cells, Fluo-4 calcium fluorescence, agonist mode; hits give high values; B-score at 10 µM; 0.44% of 310,000 active;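 active = calcium response B-score plate-corrected fluorescence ratio at least 3 library SD, with starting fluorescence B-score inside 5 SD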
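Assay system: stable human MrgX1 HEK293 cell line. Quantity: 15,000 cells per well. Schedule: cells plated overnight, dye loaded 0.5 h 37 °C, 0.5 h room temperature. Detection: Fluo-4 NW calcium-flux fluorescence, kinetic read. Read-out basis: peak-minus-minimum fluorescence over baseline, converted to B scores. Control set: positive and negative control wells on each plate.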
ANO1 activ = mouse TMEM16A channel activation, primary screen; Q8BHY3; AID 623877; HEK293 TMEM16A/YFP-H148Q/I152L, iodide quench fluorescence; hits give low values; 0.3% of 340,000 active; B-score at 10 µM;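 active = fluorescence-ratio B-score plate-corrected deviation score at least 3 library SD below zero, with starting fluorescence score within 5 deviations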;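 also: channel opened by trigger with iodide after compound preincubation; score built on the fluorescence ratio of max minus min over baseline; more negative score means more quench and so TMEM16A activation or potentiation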
TMEM16A inh = inhibitors of mouse TMEM16A calcium-activated chloride channel | Q8BHY3 | HEK293 TMEM16A/YFP iodide influx fluorescence, ionomycin | normalized B-score (activity score, 25-100; higher = stronger inhibition) at 10 µM | 1.2% of 310,000 active;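 active = ratio plate-corrected score three or more library SD toward inhibition, starting fluorescence score within five deviations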;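 also: score derived from kinetic fluorescence span divided by baseline fluorescence per well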
* = called active by the depositor; i = inactive; ? = inconclusive; / = not tested or not shown.

SMILES	RGS4 inh	TRPC6 act	TRPC6 inhibitor	MrgX1 allo act	HDAC3 inh	MrgX1 antag	RGS4 pot	SKKanGAS inh	MrgX1 ag	ANO1 activ	TMEM16A inh
C[C@]1(CC/C(=C/CO)CO)[C@H](CO)CC[C@@]23COC(=O)C2=CCC[C@@H]31	/	/	/	i	0	i	/	/	i	i	i
CNC(=O)C(=O)NCC1OCCN1S(=O)(=O)c1ccc([N+](=O)[O-])cc1 (stereo not drawn)	i	i	i	i	0	i	i	-12	i	i	i
CCN(CC)S(=O)(=O)c1ccc(OC)c(NC(=O)C(C)Oc2ccc3c(C)cc(=O)oc3c2)c1 (stereo not drawn)	i	i	i	i	0	i	i	6	i	i	i
Brc1cc(/C=N/n2cnnc2)oc1Br	i	i	i	i	2	i	i	-2	i	i	i
O=C(N/N=C/c1ccc(Cl)cc1)C1CC12CCC2 (stereo not drawn)	i	i	i	i	7	i	i	1	i	i	i
CCOc1ccc(-c2noc(=O)[nH]2)cc1	i	i	i	i	1	i	i	8	i	i	i
O=C(/C=C/c1ccc(Cl)cc1)NCCc1ccccc1	i	i	i	i	2	i	i	-14	i	i	i
Cn1c(Cc2cccc3ccccc23)nnc1SCc1ccc([N+](=O)[O-])cc1	i	i	i	i	-4	-8.6*	i	-1	i	i	i
O=C(CN(Cc1ccc(Br)cc1)S(=O)(=O)c1ccccc1)NCc1ccccn1	i	i	i	i	4	i	i	5	i	i	i
COCCOC(=O)c1[nH]c2c(c1C)C(=O)CC(c1cc(OC)c(OC)c(OC)c1)C2 (stereo not drawn)	i	i	i	i	2	i	i	2	i	i	i
CC(C)(C)NC(=O)COc1ccc2oc3c(c2c1)CCCC3	i	i	i	i	6	i	i	-9	i	i	i
COc1ccc(N2CCN(C(c3ccccc3OC)c3nnnn3Cc3ccco3)CC2)cc1 (stereo not drawn)	i	i	i	i	-4	i	i	2	i	i	i
O=C1CC(NS(=O)(=O)c2cccnc2)CN1c1ccccc1 (stereo not drawn)	i	i	i	i	3	i	i	-15	i	i	i
O=C(COc1ccccc1)Nc1ccc(-c2nnc(-c3ccco3)o2)cc1	i	i	i	i	-3	i	i	-4	i	i	i
C=CCNCCCOc1ccc(C(C)(C)c2ccccc2)cc1	i	i	i	i	-3	i	i	1	i	i	i
Cn1c(=O)n(C)c2cc(S(=O)(=O)Nc3cc(Cl)ccc3O)ccc21	i	i	i	i	0	i	i	5	i	i	i
COc1cccc(C(=O)NC2CCCc3ccccc32)c1 (stereo not drawn)	i	i	i	i	-4	i	i	11	i	i	i
CC1(C)CC(=O)C(C(O)c2cccc([N+](=O)[O-])c2)C(C)(C)N1 (stereo not drawn)	i	i	i	i	1	i	i	0	i	i	i
COC(=O)c1ccc(CO/N=C2\CCCc3nonc32)cc1	i	i	i	i	3	i	i	-2	i	i	i
O=C(O)CCc1ccc(-c2cccs2)n1NC(=O)c1ccc(Cl)cc1Cl	i	i	i	i	6	i	i	-3	i	i	i
N#CCCCN1C(=O)C(=C(C#N)C#N)c2ccccc21	i	i	i	i	3	i	i	15	33*	i	i
Cc1cc(C)c2cc(CN(Cc3ccco3)C(=O)NCc3ccccc3)c(=O)[nH]c2c1	i	i	i	i	12	i	i	7	i	/	i
O=[N+]([O-])c1ccc(Nc2ccc(F)cc2)nc1	i	i	i	i	5	i	i	0	i	i	i
Clc1ccc(-c2nnc3n2-c2ccccc2SC3)cc1	i	i	i	i	0	i	i	3	i	i	i
COC(=O)CC(=O)N1CCN(c2ccc(Cl)c(Cl)c2)CC1	i	i	i	i	-11	i	i	-4	i	i	i
Cc1cccc2cc(/C=N/NC(=O)c3ccncc3)c(Cl)nc12	i	i	i	i	1	i	i	-1	i	i	i
COC(=O)c1cc(NC(=O)C23CCC(C)(C(=O)O2)C3(C)C)cc(C(=O)OC)c1 (stereo not drawn)	i	i	i	i	-3	i	i	-4	i	i	i
CC1CCCC(NC(=O)COC(=O)COc2ccc(Cl)cc2)C1C (stereo not drawn)	i	i	i	i	0	i	i	1	i	i	i
O=C(Nc1nc(-c2ccc([N+](=O)[O-])cc2)cs1)c1c(F)cccc1F	i	i	i	i	2	i	i	1	i	i	i
Cc1cc([N+](=O)[O-])cc(C)c1OCC(=O)N/N=C/c1ccc(OC(=O)c2ccccc2)cc1	i	i	i	i	4	i	i	-7	i	i	i
O=C(O)c1ccccc1-c1ccccc1C(=O)Nc1ccc2c(c1)[nH]c(=O)c1ccccc12	i	i	i	i	1	i	i	6	i	i	i
CCN(CC(=O)Nc1ccc(NC(C)=O)cc1)C(=O)/C=C/c1ccc(S(=O)(=O)N2CCCCCC2)cc1	i	i	i	i	13	i	i	0	i	i	i
O=C(N/C(=C/c1cccc([N+](=O)[O-])c1)C(=O)N1CCCC1)c1ccccc1	i	i	i	i	4	i	i	-4	i	i	i
O=C(c1ccccc1)c1ccc(C(=O)N2CCN(c3ccc(F)cc3)CC2)o1	i	i	i	i	3	i	i	1	i	i	i
CC1(C)Cc2[nH]c(=S)c(C#N)cc2CO1	i	i	i	i	14	i	i	0	i	i	i
O=C(c1cnccn1)N1CCc2c([nH]c3ccccc23)C1c1cccc(Cl)c1 (stereo not drawn)	i	i	i	i	14	i	i	25	i	i	i
CCOc1cc(C(c2c(C)[nH][nH]c2=O)c2c(C)[nH][nH]c2=O)ccc1OC(=O)c1cccc([N+](=O)[O-])c1	i	i	i	i	2	i	i	-1	i	i	i
CCc1ccc2[nH]c(=O)c(CN(CCCN3CCOCC3)C(=O)Nc3ccccc3)cc2c1	i	i	i	i	-1	i	i	4	i	i	i
COc1cc(/C=N/NC(N)=O)cc(Br)c1OCc1ccc(C)cc1	i	i	i	i	12	i	i	-5	i	i	i
N#Cc1ccccc1NC(=O)Nc1cccs1	i	i	i	i	4	i	i	6	i	i	i
O=C(N/N=C/c1ccco1)c1cc(-c2cccc3ccccc23)n[nH]1	i	i	i	i	0	i	i	-6	i	i	i
CC(=O)NNc1ccc(C(F)(F)F)cc1[N+](=O)[O-]	i	i	i	i	-4	i	i	-3	i	i	i
COc1ccccc1NC(=O)NCC1(N(C)C)CCCCC1	i	i	i	i	-7	i	i	-11	i	i	i
COC1=C/C(=C/c2c(N)n3nc(CC(=O)N4CCCCC4)sc3nc2=O)C=CC1=O	i	i	i	i	3	i	i	16	69*	i	i
Cc1ccc(S(=O)(=O)N2CCN(C(=O)c3ccc(-n4cncn4)c([N+](=O)[O-])c3)CC2)cc1C	i	i	i	i	5	i	i	-11	i	i	i
COc1ccc(OC)c(N=C2SCCCN2C(=O)c2ccc(N3C(=O)CCC3=O)cc2)c1	i	i	i	i	-1	i	i	-6	i	/	i
COc1ccc(OC)c(NC(=O)Cn2c(=O)n(CC3CCCO3)c(=O)c3cc(OC)c(OC)cc32)c1 (stereo not drawn)	i	i	i	i	-6	i	i	-2	i	i	i
c1coc(CNCc2cccs2)c1	i	i	i	i	-9	i	i	3	i	i	i
CC(=O)C1=C(O)C(=O)N(CCc2c[nH]c3ccccc23)C1c1ccccc1 (stereo not drawn)	i	i	i	i	9	i	i	9	i	i	i
COc1ccc(CNc2ncc(-c3ccc(F)cc3)n2C)c2ccccc12	i	i	i	i	-4	i	i	22	i	i	i
CC(=O)c1ccc2c(c1)C1C=CCC1C(c1ccncc1)N2 (stereo not drawn)	i	i	i	i	2	i	i	1	i	i	i
CC(C)(C)c1ccc(N=C2SCC(=O)N2Cc2cccs2)cc1	i	i	i	i	5	i	i	3	i	i	i
COc1cccc2c(Cl)c(CCCl)c(C)nc12	i	i	i	i	1	i	i	-7	i	i	i
COc1ccc2c(=O)c(-c3ccccc3)c(C)oc2c1	i	i	i	i	10	i	i	-10	i	i	i
Cc1cc(C)cc(C(=O)Nc2c3c(nn2C(C)(C)C)CS(=O)(=O)C3)c1	i	i	i	i	-2	i	i	8	i	i	i
O=C1CSC(c2ccccn2)N1c1ccc2ccccc2c1 (stereo not drawn)	i	i	i	i	-3	i	i	-8	i	i	i
O=C(OCCN(C1=NS(=O)(=O)c2ccccc21)c1ccccc1Cl)c1ccc(Cl)cc1	i	i	i	i	?	i	i	23	i	i	i
O=C(Nc1cnn(Cc2ccc(F)cc2)c1)C(c1ccccc1)c1ccccc1	i	i	i	i	/	i	i	18	i	i	i
CC(C)N1C(=O)C2C(c3ccccc3O)NC(C)(C(=O)O)C2C1=O (stereo not drawn)	i	i	i	i	1	i	i	-2	i	i	i
Cc1c(C(=O)N2CCOCC2)c(S(=O)(=O)Nc2ccc(Br)cc2F)c(C)n1C	i	i	i	i	-1	i	i	-2	i	i	i
The list goes on:
SMILES	RGS4 inh	TRPC6 act	TRPC6 inhibitor	MrgX1 allo act	HDAC3 inh	MrgX1 antag	RGS4 pot	SKKanGAS inh	MrgX1 ag	ANO1 activ	TMEM16A inh
c1ccc(-c2nc3cc4ccccc4cc3[nH]2)nc1	i	i	i	i	4	i	i	10	i	i	i
CCc1ccc(NCCC(=O)c2ccc(Cl)cc2)cc1	i	i	i	i	-2	i	i	1	i	i	i
CCOC(=O)/C(C#N)=C/c1cc2cc(C)c(C)cc2nc1Cl	i	i	i	i	-10	i	i	-3	i	i	i
O=C(CN1CCN(c2ccccn2)CC1)NCc1cccs1	i	i	i	i	4	i	i	2	i	i	i
CCn1c(SCC(=O)N2CCCCCC2)nc2c([nH]c3ccccc32)c1=O	i	i	i	i	1	i	i	12	i	i	i
COc1cc(C2Nc3ccc4ncccc4c3C3=C2C(=O)CC(C)(C)C3)cc(OC)c1O (stereo not drawn)	i	i	i	i	5	i	i	-6	i	i	i
CCCC[n+]1c(C)sc2ccc(C)cc21	i	i	i	i	3	i	i	2	i	i	i
O=C(CS(=O)(=O)c1ccccc1)NCc1ccc(Cl)cc1	i	i	i	i	-3	i	i	0	i	i	i
COc1ccc(NC(C)=O)cc1NC(C)c1nc2sc(C)c(C)c2c(=O)[nH]1 (stereo not drawn)	i	i	i	i	-6	i	i	1	i	i	i
Nc1nonc1-c1noc(-c2ccccc2Br)n1	i	i	i	i	-5	i	i	-1	i	i	i
